# PP5 primary: PP5 phosphatase inhibitors, primary screen, biochemical, fluorescence; Serine/threonine-protein phosphatase 5 (Homo sapiens), P53041; purified PP5c, OMFP substrate fluorescence; inhibition, % at 6.7 µM; 320,000 tested, 0.18% active; AID 1987, 2009;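 active = inhibition above the campaign's mean inhibition across all tested compounds plus 3 SD, cut at about 9.5% in these data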;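 note: 0% = DMSO only and 100% = 100 µM cantharidin control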
# Target sequence (P53041 whole entry, looked up): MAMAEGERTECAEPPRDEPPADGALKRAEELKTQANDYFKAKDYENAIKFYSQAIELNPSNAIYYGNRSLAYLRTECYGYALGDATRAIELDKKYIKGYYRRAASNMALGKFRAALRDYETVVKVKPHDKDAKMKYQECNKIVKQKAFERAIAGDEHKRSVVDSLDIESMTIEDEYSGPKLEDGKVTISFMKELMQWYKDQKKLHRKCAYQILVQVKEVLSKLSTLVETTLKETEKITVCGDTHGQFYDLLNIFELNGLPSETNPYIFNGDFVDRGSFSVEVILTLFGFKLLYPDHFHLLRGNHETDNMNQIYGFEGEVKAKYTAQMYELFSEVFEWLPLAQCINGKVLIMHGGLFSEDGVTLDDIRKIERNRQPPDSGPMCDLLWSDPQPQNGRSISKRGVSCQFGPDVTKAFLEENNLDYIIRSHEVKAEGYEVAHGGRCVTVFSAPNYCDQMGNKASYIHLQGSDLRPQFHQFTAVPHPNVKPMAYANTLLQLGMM
# HCV core dimer: inhibitors of HCV core protein dimerization, primary screen, biochemical, TR-FRET, high-throughput; TR-FRET GST/Flag-core106 dimerization, 1536-well; 300,000 tested, 0.33% active; inhibition, % at 5 µM;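 active = inhibition above the mean of all tested compounds plus 3 SD, set per screening campaign, cut at about 45% in these data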
#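 Assay system: Tagged HCV core106 pair (GST and Flag) | Buffer or medium: KF-containing HEPES buffer, pH 7.45, DTT, CHAPS, BSA | Also added: Eu donor and XL665 acceptor anti-tag antibodies | Dosing: One concentration, 5 µM, in 0.5% DMSO | Timing: 4 h at 22.5 °C | Technique: TR-FRET 671 and 617 nm emission | Repeats: Singlicate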
# PREPL inh: PREPL enzyme inhibitors, primary screen, biochemical, fluorescence polarization. Prolyl endopeptidase-like (Homo sapiens), Q4J6C6. recombinant PREPL, fluorescence polarization activity-based probe. inhibition, % at 5.96 µM. 320,000 tested, 0.68% active; in the data active = inhibition above about 43%;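 note: 0% = enzyme with DMSO and 100% = wells lacking enzyme; many of its hits are not listed in these tables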
# TPT1 inh: Candida albicans TPT1 enzyme inhibitors, primary screen, biochemical, fluorescence polarization; 300,000 tested, 0.81% active; inhibition, % at 5 µM; recombinant caTPT1, FP RNA substrate dephosphorylation; tRNA 2'-phosphotransferase TPT1 (Candida albicans SC5314);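 active = inhibition above the mean of all tested compounds plus 3 SD, set per screening campaign, cut at about 24% in these data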;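 note: plate controls were DMSO alone for no effect and ferristatin control at 100 nM for full effect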
# Efflux pump inh: inhibitors of Candida efflux pumps in yeast, primary screen, S. cerevisiae, Nile Red, multiplex | AID 485275, 2010 | inhibition, % at 10 µM | S. cerevisiae Candida pump triplex | 330,000 tested, 0.44% active;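 active = plate passing quality check with inhibition over a set limit, or well fluorescence over plate mean plus 4 SD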;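 note: Nile Red retained in pooled yeast measured as flow cytometry median fluorescence; 0% = buffer negative control and 100% = Enniatin B positive control; higher means more Nile Red kept so more efflux inhibition; some compounds called inactive have numbers as strong as hits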
# EBNA-1 inh: EBNA-1 DNA-binding inhibitors, primary screen, biochemical, fluorescence polarization. inhibition, % at 14.8 µM. 300,000 tested, 0.34% active. AID 1950, 2009; in the data active = inhibition above about 28%
# PP1 counter: PP1-alpha phosphatase inhibitors, primary screen, counter-screen for PP5 inhibitor project, biochemical, fluorescence, OMFP substrate, single point; purified PP1alpha; 320,000 tested, 0.9% active; inhibition, % at 6.7 µM;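 active = inhibition above the mean inhibition of all tested compounds plus 3 SD, computed separately for each screening campaign, cut at about 15% in these data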
# Target sequence (P62136 whole entry, looked up): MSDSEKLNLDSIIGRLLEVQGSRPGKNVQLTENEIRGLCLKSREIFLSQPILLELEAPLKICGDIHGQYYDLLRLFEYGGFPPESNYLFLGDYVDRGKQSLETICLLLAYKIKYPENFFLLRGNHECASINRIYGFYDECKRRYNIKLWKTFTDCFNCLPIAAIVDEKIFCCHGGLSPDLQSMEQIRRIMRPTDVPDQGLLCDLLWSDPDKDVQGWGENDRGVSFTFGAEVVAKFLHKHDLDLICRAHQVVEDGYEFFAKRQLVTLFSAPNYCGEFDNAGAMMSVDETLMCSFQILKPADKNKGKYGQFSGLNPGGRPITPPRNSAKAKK
# Fh CTSL1 inh: Fasciola hepatica cathepsin L1 inhibitors, primary screen, counter-screen for PFM18AAP inhibitor project, biochemical, QFRET, fluorogenic peptide substrate; inhibition, % at 5.96 µM; 300,000 tested, 0.49% active; recombinant F. hepatica cathepsin L1, Z-Leu-Arg-MCA fluorescence;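 active = inhibition above the mean of all tested compounds plus 3 SD, set per screening campaign, cut at about 17% in these data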;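 note: 0% = plate median of test compound wells and 100% = 1 µM Z-Phe-Ala-diazomethylketone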
# ZTA DNA inh: ZTA (EBV) inhibition in EBNA-1 counter-screen; AID 2234; P03206; 320,000 tested, 0.15% active; inhibition, % at 11 µM; ZTA-DNA binding, fluorescence polarization; in the data active = inhibition above about 33%
# Target sequence (P03206 whole entry, looked up): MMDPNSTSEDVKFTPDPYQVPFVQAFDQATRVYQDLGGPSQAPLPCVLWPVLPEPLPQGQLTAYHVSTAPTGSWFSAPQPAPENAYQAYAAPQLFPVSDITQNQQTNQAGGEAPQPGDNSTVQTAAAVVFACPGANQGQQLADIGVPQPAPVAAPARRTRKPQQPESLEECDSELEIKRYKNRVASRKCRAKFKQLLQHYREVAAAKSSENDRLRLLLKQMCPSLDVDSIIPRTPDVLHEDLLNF
# Starred values were filed as active, the others as inactive; nt = no result given. A portion of the library, so the mix of outcomes need not match the whole.
1) CC(=O)Oc1ccc(NC(=O)Cc2ccccc2)cc1
2) Nc1nc2ccccc2n1/N=C/c1cccnc1
3) CCCCNC(=O)C1CCN(C/C(C)=C/c2ccccc2)CC1
4) Cc1nc2ccccc2cc1C(=O)N/N=C/c1cccs1
5) COc1ccc(N2C(=S)N=C(Nc3cccc(C)c3)C23CCCCC3)cc1
6) CN(CCCOc1ccccc1F)Cc1ccccc1
7) COc1ccccc1Cn1cnc2cccnc21
8) CCn1nc(NC(=O)c2cccs2)c2cc3ccccc3nc21
screen / no.,1,2,3,4,5,6,7,8
PP1 counter,-4,3,1,-3,0,3,-4,1
EBNA-1 inh,-1,9,-2,6,4,10,3,3
PP5 primary,0.1,0.4,0.0,0.8,1.6,2.1,-0.1,-0.8
HCV core dimer,-3,-11,-6,2,6,5,-5,-7
Fh CTSL1 inh,-9,0,1,2,1,4,4,-3
PREPL inh,10,0,14,2,5,-39,3,5
ZTA DNA inh,8,16,-6,17,-2,14,-2,8
Efflux pump inh,0.1,0.0,-0.1,0.1,0.2,-0.1,0.1,-0.3
TPT1 inh,-1,-5,-2,-1,3,-4,0,-1

9) COc1cc(N/C(N)=N/c2nc(C)cc(C)n2)c(OC)cc1Cl
10) Cc1cc(C)c(NC(=O)CN(c2ccccc2)S(=O)(=O)N(C)C)c(C)c1
11) O=C(/C=C/c1ccc([N+](=O)[O-])cc1)NCCc1ccccc1
12) Cc1cc(N2CCN(C)CC2)n2cc(-c3ccc(F)cc3)nc2n1
13) Cc1[nH]c2ccccc2c1C(c1ccccn1)c1c(C)[nH]c2ccccc12
14) COc1ccc(CCNC(=O)C2CCCN(S(C)(=O)=O)C2)cc1OC (centres undefined)
15) O=C(O)c1ccccc1-c1ccccc1C(=O)Nc1cccc(Br)c1
16) CCN(CC)c1ccc(NC(=O)COC(=O)CCC(=O)c2ccc(F)cc2)cc1
screen / no.,9,10,11,12,13,14,15,16
PP1 counter,-2,-4,-1,-2,-2,-2,1,-2
EBNA-1 inh,2,2,-9,-5,-8,-7,-3,-4
PP5 primary,3.3,-1.0,2.6,0.1,5.7,1.4,2.3,-4.4
HCV core dimer,-3,15,0,3,2,1,2,-21
Fh CTSL1 inh,3,1,12,2,0,-1,0,-26
PREPL inh,16,6,9,11,18,-3,-1,18
ZTA DNA inh,-8,8,5,-1,4,-17,0,-7
Efflux pump inh,-0.1,-0.1,-0.2,0.2,0.1,-0.1,-0.1,-0.1
TPT1 inh,-1,-3,0,1,-4,0,1,-6

17) O=C(Nc1ccc(-n2nncc2-c2ccco2)cc1)c1cc2ccccc2oc1=O
18) COc1nc(N(C)C)nc(N(C#N)S(=O)(=O)c2ccc(C)cc2)n1
19) Cc1ccc(NC2CCCN(C(=O)c3ccc(-n4ccnc4)cc3)C2)cc1C (centres undefined)
20) Cc1ccc(-n2nc3c(c2NC(=O)/C=C\c2ccc4c(c2)OCO4)CSC3)c(C)c1
21) Cc1ccc(S(=O)(=O)Nc2cc(C)c(O)cc2C)cc1
22) O=C(Nc1ccc(Nc2ccccc2)cc1)C1CC1
23) CCOC(=O)CSc1nc(C(C)C)nc2sc(C)c(C)c12
24) O=C(CNC(=O)c1ccccc1F)Nc1ccc2c(c1)CCC2
screen / no.,17,18,19,20,21,22,23,24
PP1 counter,29*,0,-2,14,-1,-3,0,-5
EBNA-1 inh,19,0,-5,0,2,7,-8,nt
PP5 primary,-1.6,-0.1,2.9,1.3,-1.5,1.4,3.3,-0.7
HCV core dimer,77*,-1,-17,4,-2,-7,3,nt
Fh CTSL1 inh,4,-2,2,2,7,2,3,nt
PREPL inh,11,-3,21,-31,16,18,3,2
ZTA DNA inh,-2,1,-7,5,-9,-30,4,7
Efflux pump inh,0.5,0.0,0.1,0.6,0.0,-0.4,-0.1,-0.1
TPT1 inh,4,2,-7,1,-7,-3,-1,nt

# Some of these compounds in order of the Efflux pump inh value, rising:
nr | Molecule | Efflux pump inh
22 | O=C(Nc1ccc(Nc2ccccc2)cc1)C1CC1 | -0.4
24 | O=C(CNC(=O)c1ccccc1F)Nc1ccc2c(c1)CCC2 | -0.1
19 | Cc1ccc(NC2CCCN(C(=O)c3ccc(-n4ccnc4)cc3)C2)cc1C (centres undefined) | 0.1

# Further results
25) CC(=O)N1CCN(C(=O)CCN(c2ccccc2)S(=O)(=O)c2ccc(C)cc2)CC1
26) CCn1c(=O)c2cc(C(=O)N3CCN(C)CC3)sc2c2ccccc21
27) O=C(Nc1ccc(Oc2ncnc3cc(Cl)ccc23)nc1)c1cccs1
28) Nc1ccccc1C(=O)NNc1c2ccccc2nc2ccccc12
29) CC(C)C(NC(=O)c1ccco1)C(=O)NCc1ccc(C(=O)O)cc1 (centres undefined)
30) Cc1cccc(NC(=O)/C(C#N)=C/c2ccc(F)cc2)n1
31) CNC(=O)c1nc(C)c(C2(C)CC(c3cccc([N+](=O)[O-])c3)=NO2)s1 (centres undefined)
32) CC(C)CNC(=O)NC(=O)COC(=O)c1cc(F)cc(F)c1
screen / no.,25,26,27,28,29,30,31,32
PP1 counter,-3,-3,-3,-2,0,3,-2,-2
EBNA-1 inh,-10,-8,-10,11,-7,7,1,88*
PP5 primary,1.6,1.4,0.1,-1.6,0.1,1.0,1.9,1.1
HCV core dimer,0,-7,8,-18,0,6,-10,-2
Fh CTSL1 inh,0,5,-5,-1,5,6,-3,-5
PREPL inh,-7,3,2,14,0,39,2,8
ZTA DNA inh,-7,20,0,14,-13,-1,-5,6
Efflux pump inh,0.2,0.1,0.0,0.2,0.1,-0.2,-0.1,0.1
TPT1 inh,-1,0,9,3,0,-3,-4,-3

33) O=C(CN1CCCCC1)NCC1(c2ccccc2)CCCC1
34) COc1ccc(O)c(CN2CCCC(N3CCN(c4ccc(F)cc4)CC3)C2)c1 (centres undefined)
35) CCOc1cccc(/C(O)=C2/C(=O)C(=O)N(CCN3CCOCC3)C2c2ccncc2)c1 (centres undefined)
36) O=C(Nc1ccc(CN2CCCCC2)cc1)c1sc2ccccc2c1Cl
37) O=C(O)c1ccc2c(c1)C(=O)/C(=C\c1ccco1)C2=O
38) O=C(NC1CC1)c1cc2cc(Br)ccc2s1
39) CCOC(=O)c1cn2nc(Oc3ccc(C(=O)OC)cc3)ccc2n1
40) CC1(c2nnc(-c3cccc(Cl)c3)o2)CC(c2ccc(Br)cc2)=NO1 (centres undefined)
screen / no.,33,34,35,36,37,38,39,40
PP1 counter,3,0,-2,3,8,3,-1,0
EBNA-1 inh,5,8,-5,-7,-4,-5,5,1
PP5 primary,3.7,-1.2,-2.3,-0.1,2.0,-1.0,5.0,2.3
HCV core dimer,-5,-1,-2,2,-19,-1,-13,-13
Fh CTSL1 inh,-1,1,4,-2,7,-3,1,-5
PREPL inh,-3,18,-1,-29,6,-9,17,-29
ZTA DNA inh,-25,-11,0,0,62*,-1,-3,-10
Efflux pump inh,0.0,-0.1,0.2,0.0,-0.1,0.1,0.0,nt
TPT1 inh,-4,-2,0,-2,-6,0,-2,-1

# In another format: entries from further up
# Fields: PP1 counter	EBNA-1 inh	PP5 primary	HCV core dimer	Fh CTSL1 inh	PREPL inh	ZTA DNA inh	Efflux pump inh	TPT1 inh
34. COc1ccc(O)c(CN2CCCC(N3CCN(c4ccc(F)cc4)CC3)C2)c1 (centres undefined)
  0	8	-1.2	-1	1	18	-11	-0.1	-2
35. CCOc1cccc(/C(O)=C2/C(=O)C(=O)N(CCN3CCOCC3)C2c2ccncc2)c1 (centres undefined)
  -2	-5	-2.3	-2	4	-1	0	0.2	0
36. O=C(Nc1ccc(CN2CCCCC2)cc1)c1sc2ccccc2c1Cl
  3	-7	-0.1	2	-2	-29	0	0.0	-2
37. O=C(O)c1ccc2c(c1)C(=O)/C(=C\c1ccco1)C2=O
  8	-4	2.0	-19	7	6	62*	-0.1	-6

# (listing goes on)
41) COC(=O)[C@@]12CCCN1[C@H](c1ccc(-c3cccc(Cl)c3)c(OC)c1)[C@H]1C(=O)N(C)C(=O)[C@H]12
42) O=C1CC(c2ccccc2)=NN1c1nc(-c2ccccc2)cs1
43) CN(C)CCCN1C(=O)c2oc3ccccc3c(=O)c2C1c1cccs1 (centres undefined)
44) Cc1cccc2cccnc12
45) Cc1ccc(C(=O)NC23CC4CC(CC(C4)C2)C3)c(Cl)c1
46) CC(=O)c1ccc(NC(=O)CSc2nc(=O)n3cccc(C)c3n2)cc1
47) COc1ccc(OC)c(NC(=O)CSc2nc(=O)n(CCN3CCOCC3)c3c2CCC3)c1
48) COc1cccc(C(c2nnnn2Cc2ccco2)N2CCN(c3cccc(C)c3C)CC2)c1OC (centres undefined)
screen / no.,41,42,43,44,45,46,47,48
PP1 counter,0,20*,-2,-1,6,-6,-3,2
EBNA-1 inh,5,5,4,nt,3,-1,-8,12
PP5 primary,1.4,-1.8,1.0,3.0,3.8,0.0,0.4,1.9
HCV core dimer,10,17,3,nt,2,-2,2,17
Fh CTSL1 inh,2,1,-1,nt,2,-2,-1,-22
PREPL inh,-2,23,5,17,1,0,3,-2
ZTA DNA inh,-3,-3,-6,1,-4,-17,4,-4
Efflux pump inh,0.0,-0.3,0.0,0.3,0.0,0.0,0.0,0.1
TPT1 inh,0,-2,2,nt,2,0,1,-3

49) CC(C)(C)c1ccc(N2C(=O)CC(C/C=C/c3ccccc3)C2=O)cc1 (centres undefined)
50) O=C(NCCN1CCCC1)c1ccc(Cl)cc1
51) CC(=O)Nc1ccc2nc(-c3cccnc3)[nH]c2c1
52) Cc1ccc2c(c1)NC(=O)C(CC(=O)Nc1ccc(CN3CCC(C)CC3)cc1)O2 (centres undefined)
53) Cc1cccc(NC(=O)CN2C(=O)N/C(=C/c3cc(C)n(-c4cccnc4)c3C)C2=O)c1
54) CS(=O)(=O)c1ccc(Cl)c(NC(=O)CSc2n[nH]c(N)n2)c1
55) O=C(NCCN1CCOCC1)c1noc2c1CCc1ccccc1-2
56) COC(=O)[C@@]12CCCCN1[C@H](c1ccc(SC3CCCCC3)cc1)[C@H]1C(=O)N(C)C(=O)[C@H]12
screen / no.,49,50,51,52,53,54,55,56
PP1 counter,0,-3,-4,-5,10,1,4,-3
EBNA-1 inh,-10,4,8,-11,-10,5,5,4
PP5 primary,0.5,2.5,3.9,2.0,-1.4,5.1,-2.2,1.3
HCV core dimer,-4,-7,2,-7,18,2,0,11
Fh CTSL1 inh,2,4,-1,1,5,3,-3,4
PREPL inh,-1,6,-4,4,21,5,-6,-2
ZTA DNA inh,-3,-10,7,-2,-24,-16,-1,17
Efflux pump inh,-0.1,0.0,0.1,0.1,0.1,-0.1,0.1,0.2
TPT1 inh,-1,-1,-3,1,6,-1,-3,3

57) COc1ccc(S(=O)(=O)N2CCC(C(=O)Nc3ccccc3N3CCCC3)CC2)cc1OC
58) CCOC(=O)c1ccc(Nc2sc(C(=O)c3cccc([N+](=O)[O-])c3)c(N)c2C#N)cc1
59) O=C(c1ccc2c(c1)N(Cc1ccccc1F)C(=O)c1ccccc1S2)N1CCOCC1
60) Cc1ccc(C)c(NC(=O)CSc2nnc(CCNC(=O)OC(C)(C)C)o2)c1
screen / no.,57,58,59,60
PP1 counter,0,-4,0,-1
EBNA-1 inh,11,3,-14,-7
PP5 primary,0.3,-0.8,-0.8,3.3
HCV core dimer,4,9,3,-14
Fh CTSL1 inh,-2,4,2,-3
PREPL inh,6,9,7,14
ZTA DNA inh,3,5,-9,-15
Efflux pump inh,-0.3,0.0,-0.1,-0.2
TPT1 inh,2,3,-3,-3
